PME-1 primary – PME-1 (human) inhibition; Q9Y570; recombinant PME-1, FP-Rh probe fluorescence polarization; inhibition, % at 5.9 µM; 0.53% of 320,000 active;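 active = inhibition above the campaign mean of all compounds plus 3 SD, cut at about 26% in these data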;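 note: competitive labeling of PME-1 active site by serine hydrolase directed probe; 0% = PME-1 with DMSO and 100% = wells lacking PME-1 enzyme; inhibitors block probe labeling so polarization falls and inhibition rises; many of its hits are not listed in these tables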
Target sequence (Q9Y570 whole entry, looked up): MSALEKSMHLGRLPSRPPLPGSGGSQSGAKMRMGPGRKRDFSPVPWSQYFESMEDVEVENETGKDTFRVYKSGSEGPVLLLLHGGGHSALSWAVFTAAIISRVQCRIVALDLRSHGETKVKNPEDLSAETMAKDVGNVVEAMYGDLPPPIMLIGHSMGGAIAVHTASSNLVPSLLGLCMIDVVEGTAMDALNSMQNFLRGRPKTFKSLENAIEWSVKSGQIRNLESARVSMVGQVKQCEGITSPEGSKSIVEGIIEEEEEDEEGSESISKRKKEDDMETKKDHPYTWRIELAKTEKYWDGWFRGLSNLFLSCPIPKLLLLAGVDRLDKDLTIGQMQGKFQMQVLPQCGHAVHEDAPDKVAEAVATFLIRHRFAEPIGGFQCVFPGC
LYPLA1 counter – blocks human lysophospholipase 1, a PME1 counter-screen; inhibition, % at 5.9 µM; recombinant LYPLA1, FP-Rh probe fluorescence polarization; O75608; AID 2174; 0.16% of 320,000 active;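 active = inhibition above the mean of all tested compounds plus 3 SD, set per campaign, cut at about 14% in these data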;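 note: inhibitors block serine hydrolase probe labeling of LYPLA1 so polarization falls; 0% = enzyme with DMSO and 100% = wells lacking LYPLA1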
Target sequence (O75608 whole entry, looked up): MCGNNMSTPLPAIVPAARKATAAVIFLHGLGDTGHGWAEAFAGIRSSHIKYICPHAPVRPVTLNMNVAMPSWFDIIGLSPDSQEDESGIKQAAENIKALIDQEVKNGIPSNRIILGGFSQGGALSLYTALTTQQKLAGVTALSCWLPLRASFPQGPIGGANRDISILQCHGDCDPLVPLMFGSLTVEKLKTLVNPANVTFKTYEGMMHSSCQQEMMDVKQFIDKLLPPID
PAD4 inh – blocks human protein arginine deiminase 4; recombinant PAD4, RCA probe fluorescence polarization; Q9UM07; inhibition, % at 6.36 µM; 0.41% of 330,000 active;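 active = percent inhibition above a cutoff equal to the mean of all tested compounds plus 3 SD, cut at about 15% in these data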;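 note: 0% = PAD4 with RCA probe and DMSO and 100% = probe without PAD4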
Fam108B inh – Fam108B inhibition, counter-screen for RBBP9 inhibitors | inhibition, % at 9.51 µM | 0.33% of 300,000 active | recombinant Fam108B, FP-Rh probe fluorescence polarization;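 active = inhibition above the screen mean inhibition plus 3 SD, computed separately per campaign, cut at about 18% in these data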;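 note: inhibitors lower polarization as less probe binds the enzyme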
GSTO1 counter – GSTO1 inhibition, counter-screen for RBBP9 inhibitors; 1.1% of 300,000 active; inhibition, % at 5.96 µM; recombinant GSTO1, activity-based probe fluorescence polarization; P78417; AID 1974;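 active = inhibition above the campaign mean inhibition plus 3 SD, cut at about 35% in these data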;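 note: 0% = GSTO1-1 with DMSO and 100% = wells lacking GSTO1-1 enzyme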
PAFAH1B2 FP inh – blocks human PAF acetylhydrolase 1b catalytic subunit 2; 1.2% of 340,000 active; recombinant PAFAH1B2, FP-rhodamine activity probe, fluorescence polarization; inhibition, % at 3.39 µM; P68402; AID 492953;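 active = inhibition above the mean of all tested compounds plus 3 SD, cut at about 24% in these data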;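 note: 0% = enzyme with DMSO and 100% = wells lacking PAFAH1B2; many of its hits are not listed in these tables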
Target sequence (P68402 whole entry, looked up): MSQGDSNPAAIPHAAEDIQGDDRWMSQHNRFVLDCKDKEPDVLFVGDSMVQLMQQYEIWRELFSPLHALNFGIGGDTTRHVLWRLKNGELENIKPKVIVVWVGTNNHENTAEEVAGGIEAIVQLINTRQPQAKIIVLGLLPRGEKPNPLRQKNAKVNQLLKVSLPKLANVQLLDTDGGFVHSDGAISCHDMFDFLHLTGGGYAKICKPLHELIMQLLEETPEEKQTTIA
pPAFAH FP inh – inhibitors of human plasma PAF acetylhydrolase (pPAFAH); Q13093; recombinant pPAFAH, FP-rhodamine probe fluorescence polarization; inhibition, % at 3.39 µM; 1.5% of 330,000 active; AID 463082;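 active = inhibition above the mean inhibition across the screen plus 3 SD, cut at about 25% in these data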;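 note: inhibitors block binding of the rhodamine activity-based probe so polarization drops; 0% = enzyme with DMSO and 100% = wells lacking pPAFAH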
PAFAH1B3 inh – blocks human PAF acetylhydrolase 1B catalytic subunit 3 | 0.28% of 340,000 active | inhibition, % at 3.39 µM | Q15102 | recombinant PAFAH1B3, FP-rhodamine probe, fluorescence polarization | AID 492972;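 active = inhibition above the screen-wide average of all tested compounds plus 3 SD, cut at about 25% in these data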;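 note: 0% = enzyme with DMSO only and 100% = wells lacking PAFAH1B3 protein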
Target sequence (Q15102 whole entry, looked up): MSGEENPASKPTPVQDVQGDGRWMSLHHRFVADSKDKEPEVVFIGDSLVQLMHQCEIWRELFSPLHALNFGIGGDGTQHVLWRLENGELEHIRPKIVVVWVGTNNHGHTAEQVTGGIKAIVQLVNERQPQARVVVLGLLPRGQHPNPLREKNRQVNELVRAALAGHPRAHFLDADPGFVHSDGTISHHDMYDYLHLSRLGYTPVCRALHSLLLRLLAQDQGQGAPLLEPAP
PAFAH2 FP inh – PAFAH2 (human) inhibition. Q99487. recombinant PAFAH2, FP-rhodamine activity probe, fluorescence polarization. inhibition, % at 3.39 µM. 0.99% of 340,000 active;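 active = inhibition above the mean over all tested compounds plus 3 SD, cut at about 30% in these data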;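 note: inhibitors block probe labeling of enzyme so polarization drops; 0% = enzyme with DMSO and 100% = wells lacking PAFAH2 protein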
The depositor's hits bear a star; x = not tested or not shown.

SMILES	PME-1 primary	LYPLA1 counter	PAD4 inh	Fam108B inh	GSTO1 counter	PAFAH1B2 FP inh	pPAFAH FP inh	PAFAH1B3 inh	PAFAH2 FP inh
CCn1cc(CN(C)C(=O)CSc2nc(-c3ccco3)cc(C(F)(F)F)n2)c(C)n1	-4	0	-2	-1	-5	-1	6	3	-1
Nc1ccccc1NC1=CC(=O)CC(c2ccco2)C1 (stereo not drawn)	1	-1	-1	1	0	4	5	4	14
O=C(c1ccc(C(F)(F)F)cc1)N1CCC(=O)N(C(CO)Cc2ccccc2)CC1 (stereo not drawn)	-1	0	-2	3	0	11	3	3	-1
CCOC(=O)C1CCN(c2c(NCCCN3CCN(Cc4ccccc4)CC3)c(=O)c2=O)CC1	3	1	-2	-4	1	5	10	-2	0
O=C(Nc1ccc(S(=O)(=O)N2CCc3ccccc32)cc1)C(F)(F)F	0	-1	-1	0	0	1	1	11	5
O=c1nc(N/N=C/c2c[nH]c3ccccc23)cn[nH]1	-6	2	-5	-1	2	-1	1	10	0
CCOc1ccccc1OCc1nn2c(-c3ccc(C)cc3)nnc2s1	5	-1	-2	-5	-3	2	6	7	6
COc1ccc(S(=O)(=O)Nc2cc(C)c(O)cc2C(C)C)cc1	-2	-6	-1	-3	3	-2	8	7	5
Cc1cc2sc(C(=O)O)c(C)c2s1	2	-1	-4	5	11	5	1	2	-12
O=C(O)C1C2C=CC(C2)C1C(=O)NC1CCS(=O)(=O)C1 (stereo not drawn)	-2	1	2	-5	-2	7	4	2	-1
CCCCN1CC(=O)N2[C@H]3c4ccccc4OC[C@@H]3[C@H](c3ccccc3)[C@]2(C)C1=O	0	2	-4	x	x	3	1	14	-1
C#CCOCCOCCOCCNc1nc(N2CCN(C(=O)[C@H](Cc3cc4ccccc4[nH]3)n3cc([C@@H](N)C(C)CC)nn3)CC2)nc(N2CCN(C(=O)[C@H](CCCCN)n3cc([C@@H](N)CO)nn3)CC2)n1 (stereo partly drawn)	4	1	-4	-5	-2	x	1	x	x
Cc1ccc(-c2csc(-c3c[nH]c4ccccc34)n2)cc1	28*	-5	-1	7	0	0	-16	4	-13
O=C(c1cc2ccccc2o1)N1CCN=C1SCc1cccc(F)c1	2	-1	3	-3	-1	0	4	7	-3
CCOC(=O)C1=C(C)NC(=S)NC1c1ccc(-c2cccc(Cl)c2C)o1 (stereo not drawn)	0	-9	-4	4	11	-1	-6	9	1
COCCN(C(=O)COC(=O)CC(C)c1ccccc1)c1c(N)n(Cc2ccccc2)c(=O)[nH]c1=O (stereo not drawn)	9	3	-1	3	-1	7	4	0	-3
O=C(NC1CCOC1)c1ccc(OC2CCN(CCc3ccccc3)CC2)cc1 (stereo not drawn)	-2	5	-6	3	4	-1	3	4	2
COc1ccc(NC(=S)N2CCN(Cc3ccc(C)cc3)CC2)cc1	2	2	-1	2	12	-2	8	9	1
N#CCc1ccc(NS(=O)(=O)c2ccc(N3CCCC3=O)cc2)cc1	2	-1	0	-4	15	9	7	1	-5
CCOC(=O)c1[nH]c(C)c(C(=O)Nc2cc(Cl)ccc2C)c1C	-1	-2	-3	-3	-3	-1	0	-8	2
O=[N+]([O-])c1ccc(N2CCN(C(=S)c3cccc([N+](=O)[O-])c3)CC2)cc1	-1	-2	-4	3	-4	2	0	1	-1
CC(C)(C)NCc1cc(Cl)ccc1OCc1cccs1	-3	3	-3	7	-1	3	2	1	-11
O=C(COc1ccc(/C=N/NC(=O)c2ccncc2)cc1)Nc1ccccc1	-10	-1	5	-1	0	-1	0	7	2
COc1cc2nc(NC(=O)c3ccc(Cl)cc3)sc(=O)c2cc1OC	-6	2	-3	-8	-1	-6	-3	5	-1
O=C1c2ccccc2-c2nc3ncnn3c(-c3ccccc3Cl)c21	1	4	-4	1	1	11	11	0	2
COc1ccc(/C=N/NC(=O)CN(C)S(=O)(=O)c2ccc(NC(C)=O)cc2)cc1	4	-2	-2	0	6	1	1	-3	-2
O=C(CCN1C(=O)/C(=C/c2ccccc2)SC1=S)Nc1ccccn1	8	2	-4	-4	5	6	1	2	0
CN(CCc1ccccn1)S(=O)(=O)c1ccc(F)cc1	2	0	-4	5	-3	2	1	-1	-1
COc1ccccc1CNC(=O)COC(=O)/C=C/c1ccc(OC(F)F)c(OC)c1	9	1	-1	-1	-2	-3	8	8	15
CCOc1ccc(S(=O)(=O)N2CCOCC2)cc1NC(=O)CN1C(=O)NC(C)(c2ccccc2)C1=O (stereo not drawn)	3	1	-4	0	11	5	1	6	11
COc1cc(C(=O)NCC2CCCO2)ccc1OCc1c(C)noc1C (stereo not drawn)	2	3	-1	-1	6	2	3	-1	-6
CCOC(=O)C1=C(C)N=C2c3ccccc3C(=O)C2C1c1ccc(C)cc1 (stereo not drawn)	-2	1	-1	-3	1	1	4	-2	4
CCCc1cc(=O)[nH]c(SCC(=O)NC(=O)NC2CCCC2)n1	5	-1	3	x	x	7	1	-2	6
CN1CC2(C)CN(C(c3ccccc3)c3ccccc3)CC(C)(C1)C2O (stereo not drawn)	-5	2	1	-1	2	5	6	4	0
COc1ccc(CC(=O)N/N=C(\C)c2cccnc2)cc1	-1	-1	1	4	0	7	3	0	1
Cc1ccc(-n2ncc3c(SCc4cccc(C)c4)ncnc32)cc1	0	1	-1	-1	8	3	-2	-4	4
Cc1c(CNCCC2=CCCCC2)c(C(=O)O)c(C)n1Cc1ccccc1	1	-6	1	2	-1	5	2	9	5
COCCN1C(=O)N[C@@H](c2cccc(F)c2)C(C(=O)OC)=C1C	4	-1	1	3	7	-1	0	-6	-2
COc1ccc(-c2[nH]ncc2CN(C)C(C)c2ccon2)c(OC)c1 (stereo not drawn)	6	4	-1	4	-13	-3	-1	5	4
COc1ccc(OC)c(NC(=O)c2cc3n(n2)C(C(F)(F)F)CC(c2ccc4c(c2)OCO4)N3)c1 (stereo not drawn)	-1	-2	0	2	0	4	4	0	26
Cc1cccc(N2CCN(C(=O)Cc3ccccc3[N+](=O)[O-])CC2)c1C	4	1	-2	0	2	-8	5	-1	-2
Cc1cc(C)c2c(C(C)(C)C)nn(-c3ccccc3)c2n1	-2	-1	3	1	-4	-4	3	3	-6
Cc1cccc(NC(=O)C2CCCN(S(=O)(=O)c3cccs3)C2)c1C (stereo not drawn)	-1	0	9	-1	4	-1	4	1	-6
CCOC(=O)c1[nH]c(C)c(C(=O)OCC(=O)NCc2ccc(OC)cc2)c1C	-4	-7	-2	x	x	-5	-1	-7	-1
O=C(COC(=O)c1cccnc1Nc1cccc(C(F)(F)F)c1)NCCN1C(=O)CSC1=O	-1	0	-2	-3	-1	0	7	2	7
COCC(=O)Nc1ccc2c(c1)OCO2	-4	-5	-2	-1	1	5	4	-1	1
CCCCC1(C)OC(=O)C(=Cc2ccc(N(C)C)cc2)C(=O)O1 (stereo not drawn)	-12	-6	-2	-5	13	1	-3	-1	18
CCc1ccc(Nc2nnc(SCn3nnc4ccccc4c3=O)s2)cc1	3	0	-3	1	-1	4	-2	-9	3
Cc1ccc(N(CC(=O)NC(C)(C)C)C(=O)CNC(=O)c2cccs2)cc1C	0	0	2	1	0	8	0	9	-3
COc1cc(/C=N/Nc2nc3ccccc3s2)ccc1O	45*	0	2	5	9	-3	20	10	3
Later entries:
SMILES	PME-1 primary	LYPLA1 counter	PAD4 inh	Fam108B inh	GSTO1 counter	PAFAH1B2 FP inh	pPAFAH FP inh	PAFAH1B3 inh	PAFAH2 FP inh
Nc1nnn(-c2ccccc2)c1-c1ccccc1	-1	-2	4	1	-1	2	3	4	-2
Cc1c(C(=O)OCC(C)C)[nH]c2c1C(=O)CC(c1cccs1)C2 (stereo not drawn)	-4	0	-2	3	-3	0	3	7	2
Cc1cccc(NS(=O)(=O)c2c(C)nc3scc(C)n3c2=O)c1	3	-4	-2	-2	-2	1	-3	0	3
COc1ccccc1-c1oc2ccccc2c1C#CCO	x	x	-1	x	x	2	3	0	-1
CCn1c(C)nc2cc(C(=O)NNC(=S)Nc3ccccc3OC)ccc21	-4	2	-5	1	6	x	12	x	x
CCn1c2ccccc2c2cc(NC(=O)C(C)C)ccc21	-4	-4	1	2	0	1	9	-1	13
COC(=O)[C@@H]1[C@@H](C#N)C2(c3ccccc3-c3ccccc32)N(c2ccc(Cl)cc2)N1C#N	-12	-3	1	-31	-12	-15	1	-19	-28
CCc1nn(CC(=O)N2CCN(c3ccc(OC)cc3)CC2)c(=O)c2cc3occc3n12	-6	-1	-7	0	2	4	-3	4	6
CN(C(=O)c1ccc(NC(=O)Cc2ccc(NC(=O)C3CCCN(C(=O)C4CCCCC4)C3)cc2)cc1)C1CC1 (stereo not drawn)	3	8	-1	x	x	-1	6	-9	-4
COc1ccc(CN(C)C(=O)c2ccc(NC(=O)CC3SC(N4CCCC4)=NC3=O)cc2)c(OC)c1OC (stereo not drawn)	-1	0	1	4	-6	7	-1	8	1

Among those listed so far, these have a nitro group on carbon:
SMILES	PME-1 primary	LYPLA1 counter	PAD4 inh	Fam108B inh	GSTO1 counter	PAFAH1B2 FP inh	pPAFAH FP inh	PAFAH1B3 inh	PAFAH2 FP inh
O=[N+]([O-])c1ccc(N2CCN(C(=S)c3cccc([N+](=O)[O-])c3)CC2)cc1	-1	-2	-4	3	-4	2	0	1	-1
Cc1cccc(N2CCN(C(=O)Cc3ccccc3[N+](=O)[O-])CC2)c1C	4	1	-2	0	2	-8	5	-1	-2

Continued.
SMILES	PME-1 primary	LYPLA1 counter	PAD4 inh	Fam108B inh	GSTO1 counter	PAFAH1B2 FP inh	pPAFAH FP inh	PAFAH1B3 inh	PAFAH2 FP inh
C=CCOc1c(Br)cc(CNc2ccc3[nH]c(=O)[nH]c3c2)cc1OCC	0	-9	-5	-3	-1	2	1	0	5
O=C(NCCC(=O)N1CCN(c2ccccc2O)CC1)c1ccc(Cl)cc1	2	1	-1	0	10	7	12	0	3
COc1ccc(-c2csc(N3CCOCC3)n2)cc1OC	5	-1	1	5	2	0	4	1	-1
C=C(C)Cn1c(SCCN2CCOCC2)nc2c1c(=O)[nH]c(=O)n2C	2	1	-4	1	0	3	-1	5	-7
CC(=O)Nc1ccc(NC(=O)C(F)(F)F)cc1	-9	0	-2	0	1	7	1	1	9
CC(=O)Nc1nc(CCC(C)C)cc2c1c(=O)oc1ccccc12	0	0	4	-3	4	-1	5	-5	3
COc1ccc(Cn2c(-c3ccco3)nc3oc4ccccc4c(=O)c3c2=O)cc1	3	0	1	0	3	3	4	-8	-1
COc1ccc(OCc2cc(C(=O)N3CCCC(OC)C3)no2)c2ccccc12 (stereo not drawn)	4	0	-6	-3	4	2	8	8	3
CNC(=O)CSc1nnc(C2CC2)n1-c1ccccc1	0	-4	-6	-4	0	1	5	7	4
O=C(Nc1ccc(S(=O)(=O)NCCc2ccccc2)cc1)c1ccncc1	8	-4	0	2	5	11	2	1	-4
COc1ccc(C2(C(=O)Nc3ccc(C)cc3)CCOCC2)cc1	3	1	-2	-1	1	1	1	7	5
Cc1nn(-c2cc(N3CCOCC3)ccc2[N+](=O)[O-])c(=O)c2ccccc12	5	-1	2	-5	-4	0	6	-7	-4
CCN(C(=O)c1cc2c(=O)n3cccc(C)c3nc2s1)C1CCCCC1	4	2	1	4	-3	3	-2	11	1
Cc1onc(-c2ccccc2)c1C(=O)n1cccn1	12	-1	-5	3	-1	6	-7	9	0
COc1ccc(NS(=O)(=O)c2cc(NC(=O)c3ccccn3)ccc2OC)cc1Br	x	x	0	x	x	-3	-1	10	-3

Bioassay records: PubChem, The Scripps Research Institute Molecular Screening Center

These rows are one share of the data; rates above refer to the full screens.
